# GLP1R ag: activates the human GLP-1 receptor | hit rate 0.007% among 380,000 | AID 624172 | P43220 | HEK293 GLP-1R CRE-luciferase, luminescence, 4-6 h; cells express a hypersensitive GLP-1R form | Potency, µM (titrated, usually from 45.6 µM), for the others: at the highest dose activation, most hits filed as activators; further: % of control where 0% means no effect
# Target sequence (P43220 whole entry, looked up): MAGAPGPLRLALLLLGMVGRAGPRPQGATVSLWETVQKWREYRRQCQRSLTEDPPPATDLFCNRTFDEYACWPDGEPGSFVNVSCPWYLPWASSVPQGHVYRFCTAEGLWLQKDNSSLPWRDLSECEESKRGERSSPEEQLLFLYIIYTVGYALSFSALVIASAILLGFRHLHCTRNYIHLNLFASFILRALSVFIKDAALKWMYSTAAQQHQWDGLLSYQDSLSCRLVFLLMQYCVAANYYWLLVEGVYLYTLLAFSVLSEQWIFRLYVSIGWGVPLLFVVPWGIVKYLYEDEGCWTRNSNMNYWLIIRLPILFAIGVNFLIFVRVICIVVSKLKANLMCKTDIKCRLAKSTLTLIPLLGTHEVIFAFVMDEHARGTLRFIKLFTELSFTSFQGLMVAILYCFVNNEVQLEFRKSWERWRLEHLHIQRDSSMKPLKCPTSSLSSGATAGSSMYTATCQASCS
# TDP-43 yeast inh: TDP-43 toxicity inhibition in yeast | Potency, µM (top dose mostly 46.1 µM), for the others: at the top dose growth rescue (activation), actives largely listed as activators | TDP-43 expressing yeast growth rescue, BacTiter-Glo, 24 h | AID 652104 | hit rate 1.8% among 410,000; further: % of control where 0% means no effect; nearly all actives have a fitted effect of over 50% in size
#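 Yeast cells expressing TDP-43 under galactose induction are exposed to compounds for 24 hr at 30 deg C. BacTiter-Glo luminescence measures growth, so protective compounds score as activators.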
# KB-3-1 tox: KB-3-1 parental cell cytotoxicity; Potency, µM (top dose mostly 46.1 µM), inactives show top-dose activity change, negative = cytotoxic, usual class: cytotoxic; hit rate 1.4% among 400,000; KB-3-1 viability, CellTiter-Glo ATP luminescence, 72 h; further: on the % scale 0 is the no-effect control and ±100 the full control effect; nearly all actives have a fitted effect of over 60% in size
#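 Screening of KB-3-1 cells (DMEM, 10% FBS, phenol-red free) ran from lowest to highest compound concentration; after 72 h at 37 °C viability was read luminescently and curves fitted.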
# HT1080NT lethal: kills 2HG-producing HT-1080-NT fibrosarcoma cells | hit rate 1.6% among 360,000 | HT-1080-NT fibrosarcoma viability, CellTiter-Glo ATP luminescence, 48 h | Potency, µM (doses to about 46.1 µM), without a hit: top-dose activity, negative = less viability, most hits filed as cytotoxic | AID 686970;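 further: NT is the 2HG producing partner of a matched IDH1 knockdown line; 0% = DMSO-treated cells and -100% = media-only wells without cells; nearly all actives have a fitted effect of over 55% in size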
#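 Luminescent CellTiter-Glo readout after 48 hours of compound exposure at 37 degrees C defined viability of HT-1080-NT cells. Activity was normalized to DMSO wells and cell-free media wells; concentration-response curves were fitted and assigned curve classes.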
# KB-V1 MDR tox: kills drug-selected multidrug resistant KB-V1 cells; KB-V1 MDR cells viability, CellTiter-Glo, 72 h; Potency, µM (titrated, usually from 46.1 µM), inactives show top-dose activity change, negative = cytotoxicity, hits mostly cytotoxic; hit rate 3.4% among 400,000; further: on the % scale 0 is the no-effect control and ±100 the full control effect; nearly all actives have a fitted effect of over 60% in size
#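 qHTS viability screen in drug-selected KB-V1 MDR cells: 72 h compound treatment at 37 degrees C, ATP luminescence end point.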
# SW480 rereplic: induces DNA re-replication in SW480 colon adenocarcinoma cells; SW480 DNA re-replication, Hoechst DNA content imaging, 48 h; Potency, µM (highest dose often 46.1 µM), inactives show at the highest dose re-replication activation, hits mostly activators; hit rate 1.8% among 340,000; further: % of control where 0% means no effect; nearly all actives have a fitted effect of over 55% in size
#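 Readout is total intensity of Hoechst-stained nuclei, excited at 405 nm and collected at 500-530 nm. Compound treatment lasted 48 hr at 37 C in 5% CO2 before staining.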
# HT1080 IDH1KD tx: kills HT-1080 cells with IDH1 knockdown; HT-1080 IDH1 knockdown viability, ATP luminescence, 48 h; Potency, µM (doses to about 46.1 µM), for the others: at the top dose activity, negative = toxicity, hits mostly cytotoxic; hit rate 2% among 360,000; AID 686971;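 further: 0% = DMSO wells and -100% = cell-free medium wells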
#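 Viability of IDH1-knockdown HT-1080 fibrosarcoma cells was assessed by CellTiter-Glo after 48 h at 37 °C with titrated compound; concentration-effect curves were classified by fit quality and response size.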
# GLP1R inv ag: GLP-1 receptor (human) inverse agonism | HEK293 GLP-1R CRE-luciferase, luminescence, 24 h; GLP-1R form is constitutively active | Potency, µM (highest dose often 38.3 µM), for the others: at the highest dose activity change, negative = inhibition, actives largely listed as inhibitors | hit rate 1.6% among 410,000 | AID 624417; further: on the % scale 0 is the no-effect control and ±100 the full control effect; nearly all actives have a fitted effect of over 55% in size
#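 Luminescence readout: a drop in cAMP-driven luciferase signal flags inverse agonism at a constitutively active GLP-1R stably expressed in HEK293. Compound exposure lasted 24 hr at 37 deg C, 5% CO2.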
# HEK293 tox: cytotoxicity in counter-screen for GLP-1R inverse agonists | Potency, µM (series often up to 38.3 µM), inactives show at the highest dose activity change, negative = inhibition, usual class: inhibitors | hit rate 0.13% among 410,000 | HEK293 cAMP-luciferase reporter cells, luminescence, 24 h;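 further: loss of luciferase light is scored as toxicity; on the % scale 0 is the no-effect control and ±100 the full control effect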
#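 A 23 nL compound transfer followed 12 hours of cell culture at 37 deg C; exposure then lasted 24 hr. Luciferase assay detection reagent was dispensed and plates read for luminescence after a 12 min room-temperature wait.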
# Numbers without * were called inactive; ? = inconclusive; · = not tested or not shown; & = joins results of further samples; [ ] = another dose, or the depositor's remark. The call rests on the fitted dose curve; in most records, active means well fitted curve in the direction sought with a large enough effect; inconclusive means small, poorly fitted or top-dose-only effect, or another doubt; inactive means no such curve, though single readings can be large; an effect the other way counts as inactive or inconclusive. Potency means the concentration at half of the fitted maximal effect.
compound,GLP1R ag,TDP-43 yeast inh,KB-3-1 tox,HT1080NT lethal,KB-V1 MDR tox,SW480 rereplic,HT1080 IDH1KD tx,GLP1R inv ag,HEK293 tox
O=C(COc1cccc(C(F)(F)F)c1)Nc1nnc(C2CC2)s1,-13%,24%,24%,12%,-1%,-6%,9%,6%,-5%
Cc1ccc(-c2cc(C(=O)O)c3cc(Br)ccc3n2)s1,-14%&-1%,-64%&-39%[inhibitor],-2%&-27%,-3%&-2%,25%&-8%,-2%&-5%,-14%&-8%,?,-1%&19%
CCC(=O)Nc1ccc(S(=O)(=O)Nc2nccs2)cc1,-9%,11%,11%,10%,?,0%[9.22 µM],15%,6%,19%
CCCc1nnc(SCC(=O)NC2CCCC2)n1CCOC,18%,-5%,2%,11%,-1%,-1%,16%,-1%,-6%
Cc1ccccc1OCC(O)Cn1c(Br)nc2c1c(=O)n(C)c(=O)n2C (stereo not given),8%,27%,0%,-12%,19%,107%,-5%,3%,5%
Cc1ccc(S(=O)(=O)N2CCOCC2)cc1C(=O)N1CCc2ccccc21,17%,13%,7%,-8%,-28%,-15%,-14%,-12%,-9%
Cn1cccc1C(=O)NCC(c1ccc(F)cc1)N1CCOCC1 (stereo not given),1%,-13%,-10%,-1%,-21%,9%,2%,2%,0%
CCN(c1ccc(NC(=O)COC(=O)c2ccc(C)c(S(=O)(=O)N3CCOCC3)c2)cc1)C(C)C,-4%,-3%,-4%,-1%,-8%,1%,0%,8%,6%
COc1ccc(NC(=O)CSc2nnc(COc3ccccc3)n2Cc2ccco2)cc1OC,-6%,-6%,-3%,-17%,?,-2%,-5%,?,-21%
COc1cccc(NC(=O)CCNC(=O)c2ccccc2Cl)c1,5%,-4%,11%,8%,1%,-7%,7%,18%,1%
Cc1ccc(-c2nn(CC(=O)NCc3ccco3)c(=O)c3ccccc23)cc1,-4%,16%,-25%,?,?,?,?,18%,-6%
Cc1cc(C)c2ccc(/C=N/O)nc2c1O,6%,21%,?,-7%,?,?,?,?,?
CC(C)=CCC/C(C)=C/CNC(=O)C[C@H]1C[C@H](C(=O)N2CCCCC2)[C@@]2(CCc3ccccc3)c3[nH]c4ccc(Cl)cc4c3CCN2C1=O,1%,17%,0%,7%,0%,19%,6%,-1%,-2%
O=c1c2ccccc2nc2n1C(CSCc1ccc(Cl)cc1)CS2 (stereo not given),-1%,7%,?,-15%,?,1%,-18%,?,5%
O=C(CN1C(=O)C2CC=CCC2C1=O)Nc1ccccc1N1CCCC1 (stereo not given),4%,0%,4%,0%,-17%,7%,2%,-6%,-4%
O=C(COC(=O)c1cccc(F)c1)Nc1cccc(S(=O)(=O)N2CCOCC2)c1,7%,-4%,2%,4%,-4%,·,9%,2%,1%
Cc1cc(C)n(CCCNCC(O)c2ccccc2)n1 (stereo not given),?,-16%&3%,-1%&1%,10%&15%,-2%&-11%,7%&-2%,5%&6%,21%&62%,-8%&-6%
O=C(NCc1ccc(Cl)cc1)C1CCN(S(=O)(=O)c2cccc3nonc23)CC1,5%&0%,-18%&18%,-11%&3%,-9%,0%&15%,?,-13%,1%&5%,13%&5%
Cn1cc(C(=O)c2ccccc2C(=O)O)cc1C(=O)C(Cl)(Cl)Cl,0%,-2%,14%,8%,10%,-4%,9%,3%,-12%
O=C(Nc1ccc(F)cc1)c1cccc(N2C(=O)C3C4CCC(C4)C3C2=O)c1 (stereo not given),2%,17%,?,3%,10µM*,1%,-1%,-25%,-12%

# Three entries already listed, arranged by the number in GLP1R inv ag, falling.
structure	GLP1R inv ag
Cc1ccc(-c2nn(CC(=O)NCc3ccco3)c(=O)c3ccccc23)cc1	18%
Cn1cc(C(=O)c2ccccc2C(=O)O)cc1C(=O)C(Cl)(Cl)Cl	3%
O=C(Nc1ccc(F)cc1)c1cccc(N2C(=O)C3C4CCC(C4)C3C2=O)c1 (stereo not given)	-25%

# Further records.
compound,GLP1R ag,TDP-43 yeast inh,KB-3-1 tox,HT1080NT lethal,KB-V1 MDR tox,SW480 rereplic,HT1080 IDH1KD tx,GLP1R inv ag,HEK293 tox
Cc1ccc(NC(=O)C[n+]2cc(-c3ccccc3)n3c2CCC3)cc1,5%,10%,?,9%,29%,-17%,-11%,-3%,8%
C/C=C(\C)CN1CCC(Oc2cccc(C(=O)NCc3ccccn3)c2)CC1,2%,-22%,0%,1%,-6%,-7%,3%,-8%,16%
O=C1NC[C@@H](CCCCN2CCN(CCC3CCCCC3)C(=O)C2=O)N(Cc2ccccc2)C1=O,3%,9%,10%,-9%,3%,·,7%,17%,-3%
COc1ccc(S(=O)(=O)Nc2ccc3c(c2)N(C(C)=O)CCC3)cc1OC,0%,29%,-7%,-1%,?,-2%,2%,-1%,-22%
COc1cc(-c2coc3c(C(=O)NCc4ccc(OC)c(OC)c4)cccc23)ccc1O,-7%,14µM*,?,?,?,·,3.3µM*,?,-17%
COc1ccc(NC(=O)CSc2nnc(NC(=O)c3ccco3)s2)cc1,-4%,11%,6%,3%,0%,-73%[inhibitor],0%,15%,3%
CCC(C)NC(=O)CSc1ccc(S(=O)(=O)N2CCN(Cc3ccccc3)CC2)cn1 (stereo not given),10%,13%,-14%,-7%,-18%,-3%,0%,-10%,5%
COC(=O)c1noc(-c2ccc(C)cc2)n1,-4%,-11%,21%,13%,22%,-2%,2%,5%,1%
O=C(NC1CCC(O)CC1)c1ccc2c(c1)S(=O)(=O)N=C1CCCCCN12 (stereo not given),-6%,0%,-7%,13%,?,-7%,11%,4%,6%
Cc1ccc(N(CC(=O)NCCSCc2ccco2)S(=O)(=O)c2ccc(F)cc2)cc1,4%,-3%,-9%,-5%,?,-101%[inhibitor],-3%,?,5%
O=C(Nc1cc([N+](=O)[O-])ccc1F)C1CC1,1%,6%,5%,-2%,0%,0%,-3%,3%,56%[activator]
CCOC(=O)C1=C(C)NC(=O)NC1C(C)C (stereo not given),3%,17%,4%,0%,17%,-11%,10%,-26%,-11%
O=C(CCn1cccn1)N1CCCC(N2CCN(c3cccc(C(F)(F)F)c3)CC2)C1 (stereo not given),-3%,17%,·,1%,·,-6%,4%,-16%,6%
COc1ccc(S(=O)(=O)NCCc2sc(-c3cccc(C)c3)nc2C)cc1,12%,?,-12%,·,?,·,·,-23%,-3%
Cc1ccc(S(=O)(=O)N=S(CC2CC2(Cl)Cl)CC2CC2(Cl)Cl)cc1 (stereo not given),-7%,-14%,?,-11%,-3%,-12%,-12%,0%,?
CC1CN(/C=C/C(=O)C(F)(F)F)CC(C)O1 (stereo not given),4%,-6%,20%,19%,15%,-2%,9%,17%,-13%
Fc1ccc(Nc2ncnc3sc4c(c23)CCC4)cc1,-5%,18µM*,-17%,-4%,0%,-10%,-12%,?,-16%
O=C(O)c1cccc(S(=O)(=O)N2CCN(C(c3ccccc3)c3ccccc3)CC2)c1,3%,-8%[9.22 µM],14%,4%,0%,3%,-1%,-3%,-6%
C=CCn1c(SCC)nc(O)cc1=O,2%,-15%,17%,7%,-6%,12%,9%,-1%,6%
Cc1ccc(C(C)NC(=O)Cc2cccs2)cc1C (stereo not given),1%,4%,2%,-4%,1%,-1%,-3%,?,-2%

# Retrieved one by one from above, 2 records:
compound,GLP1R ag,TDP-43 yeast inh,KB-3-1 tox,HT1080NT lethal,KB-V1 MDR tox,SW480 rereplic,HT1080 IDH1KD tx,GLP1R inv ag,HEK293 tox
Fc1ccc(Nc2ncnc3sc4c(c23)CCC4)cc1,-5%,18µM*,-17%,-4%,0%,-10%,-12%,?,-16%
COc1ccc(S(=O)(=O)NCCc2sc(-c3cccc(C)c3)nc2C)cc1,12%,?,-12%,·,?,·,·,-23%,-3%

# Following part:
compound,GLP1R ag,TDP-43 yeast inh,KB-3-1 tox,HT1080NT lethal,KB-V1 MDR tox,SW480 rereplic,HT1080 IDH1KD tx,GLP1R inv ag,HEK293 tox
COc1ccc(CCNc2nc(-c3ccco3)cc(C(F)(F)F)n2)cc1OC,11%,1%,-15%,-11%,0%,-6%,-5%,?,1%
CCOC(=O)N1CCN(C(=O)COC(=O)Cc2ccc(OC)cc2)CC1,7%,6%,11%,11%,-5%,-16%,-4%,-11%,10%
O=C(CN1CCN(Cc2cccc(C(F)(F)F)c2)CC1)NCC(=O)Nc1ccc(F)c(F)c1F,5%,15%,-12%,-1%,23µM*,0%,-6%,?,11%
Nc1nonc1C(=O)NCCNC(=O)c1ccc(Cl)c(Cl)c1,12%,6%,8%,4%,16%,-5%,1%,6%,-5%
COc1ccc(Cl)cc1NC(=O)Cn1cccc1,-6%,-1%,-14%,0%,?,-5%,-4%,-3%,3%
COCCn1nnnc1C(CC(C)C)N1CCN(C(=O)c2ccco2)CC1 (stereo not given),-21%,-9%,8%,2%,15%,-3%,12%,2%,2%
Cc1ccc(Nc2cc(=O)[nH]c(=O)[nH]2)c(C)c1,-1%,-21%,3%,9%,0%,6%,0%,-5%,-4%
Cc1noc(C)c1CSCC(=O)Nc1cc(S(=O)(=O)N2CCOCC2)ccc1OC(C)C,1%,-2%,13%,-8%,?,-4%,-1%,38%[activator],-11%
CCOc1ccc(CCNC(=O)C2CCN(Cc3nc(-c4ccc(OC)c(OC)c4)oc3C)CC2)cc1OCC,·,-1%,-1%,·,3%,·,·,18%,-3%
Cc1cc(C(=O)N2CCC2(C)C(=O)NS(=O)(=O)c2ccccc2Cl)nn1C (stereo not given),-1%,-3%,0%,13%,0%,·,20%,0%,20%
Cn1cccc1Cc1nnc(SCC(=O)NCc2ccccc2Cl)n1-c1ccc(F)cc1,-1%,9%,-16%,-5%,-19%,1%,-1%,?,3%
Cc1cc(=O)oc2c(N)nccc12,-2%,10%,0%,-25%,-1%,·,-16%,28%,-1%
CC(=O)c1c(C)[nH]c(C(=O)COC(=O)c2cc(S(=O)(=O)N(C)c3ccccc3)ccc2Cl)c1C,-2%,-10%,0%,3%,-16%,2%,?,1%,25%
CC(=O)Nc1ccc(Cc2nc3ccccc3[nH]2)cc1,8%,-1%,-6%,10%,0%,-12%,6%,8%,3%
c1ccc(-n2nnnc2NCCCN2CCOCC2)cc1,-8%,15%,5%,9%,-11%,-3%,5%,12%,1%

# Bioassay records deposited in PubChem by National Center for Advancing Translational Sciences (NCATS).
